BLM inh: qHTS Assay for Inhibitors of Bloom's syndrome helicase (BLM); 0.2% of 350,000 active; recombinant BLM DNA unwinding, fluorescence dequenching; RecQ-like DNA helicase BLM (Homo sapiens), P54132; Potency, µM (doses to about 56.1 µM), without a hit: at the top dose activity change, negative = inhibition, most hits filed as inhibitors;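 further: plate controls were vehicle for no effect and no enzyme for full effect; nearly all actives have a fitted effect of over 35% in size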
Pol iota inh: qHTS for Inhibitors of Polymerase Iota; DNA polymerase iota (Homo sapiens), Q9UNA4; Pol iota fluorescent replication assay, 10 min; Potency, µM (doses to about 115 µM), for inactives: at the highest dose activity, negative = inhibition, actives largely listed as inhibitors; 1% of 390,000 active; AID 588590, 2011
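Fluorescent replication assay read twice, at 0 min and 10 min after adding 50 nM (final) substrate. Enzyme (10 nM) and compounds were first incubated 15 min at room temperature; enzyme-free buffer wells were negative controls.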
Pol kappa inh: qHTS for Inhibitors of Polymerase Kappa. 0.53% of 400,000 active. DNA polymerase kappa (Homo sapiens), Q9UBT6. Potency, µM (doses to about 107 µM), for inactives: top-dose activity, negative = inhibition, hits mostly inhibitors. purified Pol kappa, fluorescent DNA synthesis assay, 10 min; further: on the % scale 0 is the no-effect control and ±100 the full control effect
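Fluorescent qHTS in 1536-well format: enzyme (10 nM) and compound sat 15 min at room temperature before 50 nM substrate (final) was added. Signal taken at 0 and 10 min; no-enzyme buffer wells were negative controls.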
APEX1 inh: qHTS Assay for Inhibitors of the Human Apurinic/apyrimidinic Endonuclease 1 (APE1); 0.35% of 350,000 active; recombinant APE1, TAMRA/BHQ-2 abasic DNA cleavage fluorescence; AID 2517, 2012; Potency, µM (titrated, usually from 65.8 µM), for inactives: at the top dose activity change, negative = inhibition, hits mostly inhibitors;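 further: plate controls were vehicle for no effect and reference inhibitor for full effect; nearly all actives have a fitted effect of over 55% in size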
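Measures dequenching upon AP-site incision of a 5'-TAMRA/3'-BHQ-2 THF-containing duplex, 50 nM; human APE1 0.75 nM after 15 min room-temperature exposure to compound; kinetic three-point read at one-minute spacing.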
POLB inh: qHTS Assay for Inhibitors of DNA Polymerase Beta. Potency, µM (series often up to 114 µM), inactives show at the highest dose activity change, negative = inhibition, most hits filed as inhibitors. Pol beta primer extension/strand displacement, fluorescence kinetic. 1.3% of 340,000 active. P06746; further: on the % scale 0 is the no-effect control and ±100 the full control effect
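Enzyme-only controls used 10 nM Pol beta; buffer lacking enzyme served as negative control. Compound preincubated 15 min, then 50 nM substrate added; 0 and 10 min reads at room temperature.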
BAZ2B inh: qHTS Assay for Inhibitors of BAZ2B | Bromodomain adjacent to zinc finger domain protein 2B (Homo sapiens), Q9UIF8 | AlphaScreen BAZ2B-H3K14Ac peptide displacement | Potency, µM (series often up to 114 µM), without a hit: at the top dose activity change, negative = inhibition, usual class: inhibitors | 4.4% of 360,000 active | AID 504333, 2011; further: on the % scale 0 is the no-effect control and ±100 the full control effect; nearly all actives have a fitted effect of over 60% in size
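AlphaScreen displacement of biotin-H3(5-23)K14Ac peptide (50 nM final) from BAZ2B (50 nM final) in PBS pH 7.4, 0.01% Tween-20; complex preformed 30 min RT, then compounds (top 110 uM) 30 min RT, beads 20 min dark.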
Pol eta inh: qHTS for Inhibitors of Polymerase Eta. DNA polymerase eta (Homo sapiens), Q9Y253. recombinant Pol eta, fluorescent DNA replication assay. Potency, µM (highest dose often 114 µM), for inactives: at the highest dose activity change, negative = inhibition, most hits filed as inhibitors. 1.2% of 390,000 active; further: on the % scale 0 is the no-effect control and ±100 the full control effect
Target sequence (Q9Y253 whole entry, looked up): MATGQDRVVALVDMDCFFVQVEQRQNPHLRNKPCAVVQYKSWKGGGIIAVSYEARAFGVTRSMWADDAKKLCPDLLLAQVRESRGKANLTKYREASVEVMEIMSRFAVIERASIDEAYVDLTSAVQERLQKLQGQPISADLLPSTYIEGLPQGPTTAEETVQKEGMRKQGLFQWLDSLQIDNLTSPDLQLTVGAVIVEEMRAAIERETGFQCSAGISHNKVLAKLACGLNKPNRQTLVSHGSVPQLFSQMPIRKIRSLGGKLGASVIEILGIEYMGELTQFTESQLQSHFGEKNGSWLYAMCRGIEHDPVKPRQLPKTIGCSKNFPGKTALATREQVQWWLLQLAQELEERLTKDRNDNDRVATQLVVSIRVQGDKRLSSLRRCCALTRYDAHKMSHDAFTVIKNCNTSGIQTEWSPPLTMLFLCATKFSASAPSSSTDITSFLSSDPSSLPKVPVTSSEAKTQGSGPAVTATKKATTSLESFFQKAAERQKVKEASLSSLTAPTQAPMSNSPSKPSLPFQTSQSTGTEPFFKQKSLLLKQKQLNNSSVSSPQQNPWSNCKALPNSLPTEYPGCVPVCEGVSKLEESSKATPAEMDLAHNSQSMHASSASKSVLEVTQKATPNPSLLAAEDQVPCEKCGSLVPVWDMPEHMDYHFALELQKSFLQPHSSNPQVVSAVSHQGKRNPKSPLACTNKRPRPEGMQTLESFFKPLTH
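Pol eta (10 nM) was preincubated with compounds for 15 min at room temperature, after which fluorescent replication substrate (50 nM final) was added to start the reaction. Fluorescence was read kinetically at 0 and 10 min.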
G9a inh: qHTS Assay for Inhibitors of Histone Lysine Methyltransferase G9a. G9a H3K9 monomethylation, AlphaScreen, 2 h. Histone-lysine N-methyltransferase EHMT2 (Homo sapiens), Q96KQ7. AID 504332, 2011. Potency, µM (doses to about 102 µM), for the others: at the highest dose activity, negative = inhibition, usual class: inhibitors. 8.8% of 350,000 active; further: on the % scale 0 is the no-effect control and ±100 the full control effect; nearly all actives have a fitted effect of over 75% in size
Target sequence (Q96KQ7 913-1193 limits assumed): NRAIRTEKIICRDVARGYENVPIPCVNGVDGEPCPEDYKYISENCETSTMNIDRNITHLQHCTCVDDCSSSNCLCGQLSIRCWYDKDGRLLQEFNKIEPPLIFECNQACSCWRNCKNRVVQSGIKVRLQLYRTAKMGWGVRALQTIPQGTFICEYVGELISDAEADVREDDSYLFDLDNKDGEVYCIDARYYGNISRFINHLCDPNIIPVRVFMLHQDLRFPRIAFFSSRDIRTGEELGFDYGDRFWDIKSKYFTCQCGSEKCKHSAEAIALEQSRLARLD
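Using a bead-based AlphaScreen, monomethylated H3K9 product from 2 h room-temperature reactions (G9a 20 nM, peptide 500 nM, SAM 20 uM) was detected with 0.5 ug/mL rabbit anti-H3K9me1 antibody.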
Anesthetic bind: qHTS Assay for Identification of Novel General Anesthetics; Ferritin light chain (Equus caballus), P02791; apoferritin/1-aminoanthracene competitive binding, fluorescence; Potency, µM (highest dose often 77.5 µM), for inactives: at the highest dose activity change, negative = displacement, usual class: inhibitors; 0.074% of 350,000 active; AID 485281, 2010; further: on the % scale 0 is the no-effect control and ±100 the full control effect; nearly all actives have a fitted effect of over 20% in size
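10 uM apoferritin + 50% sat. 1-AMA, PBS; cpd 10 min RT; Ex380/Em535 endpoint; normalized to free probe vs complex; 4-param Hill fit; propofol titration as pos. ctrl.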
* hit, by the source's call; u = inconclusive; x = not tested or not shown; & = joins results of further samples; [ ] = remark or other dose. The call rests on the fitted dose curve; in most records, active means well fitted curve in the direction sought with a large enough effect; inconclusive means small, poorly fitted or top-dose-only effect, or another doubt; inactive means no such curve, though single readings can be large; an effect the other way counts as inactive or inconclusive. Potency means the concentration at half of the fitted maximal effect. An excerpt; the hit share may differ from the screen's.

Order of results – BAZ2B inh | Anesthetic bind | APEX1 inh | BLM inh | Pol iota inh | Pol kappa inh | Pol eta inh | G9a inh | POLB inh
1	CN1CCN(C(=O)Nc2ccccc2CC[N+](=O)[O-])CC1
  -37% | -12% | -4% | -9% | 106%[activator] | -4% | -2% | u | -2%
2	O=C(COC(=O)/C=C/c1cccc(F)c1)NC1CC1
  x | x | 16% | x | 118%[activator] | -12% | 1% | x | x
3	COc1ccc(/C=c2\sc3nc(-c4ccccc4)c(-c4ccccc4)n3c2=O)cc1OC
  u | -16% | 5% | -8% | -8% | -15% | -4% | 35µM* | 3%
4	COc1cccc(NC(=O)COC(=O)CNS(=O)(=O)c2c(F)cccc2F)c1
  -1% | -6% | u | -1% | 11% | 4% | -11% | u | 1%
5	COc1ccc(CN(C)S(=O)(=O)c2nnc(NC(=O)c3ccccc3OC)s2)cc1OC
  u | -14% | -15% | -6% | -19% | -17% | -4% | -34% | 7%
6	Cc1ccc(C)c(OCC(=O)Nc2c(C)n(C)n(-c3ccccc3)c2=O)c1
  1% | x | -13% | x | -26% | -5% | -1% | 1%[12.7 µM] | x
7	Cc1ccc(C2C=C(c3ccccc3)Nc3nc(N4C(=O)CCC4=O)nn32)cc1 (stereo not drawn)
  50µM* | 376%[activator] | 9% | -3% | 69%[activator] | -1% | -15% | u | -1%
8	CC(=O)c1c(C)[nH]c(C(=O)OCC(=O)c2ccc3c(c2)NC(=O)CO3)c1C
  x | x | 22% | x | u | -10% | u | x | x
9	CCN(c1ccccc1)c1nnc(NC(=O)Nc2cccc(C(F)(F)F)c2)s1
  1% | -10% | x | -1% | 42%[activator] | -5% | -17% | -35%[59 µM] | 2%
10	CCOc1ccc(S(=O)(=O)N2CCCCC2)cc1NS(=O)(=O)c1cccs1
  -5% | x | -4% | x | 8% | -3% | -12% | 20%[12.7 µM] | x

5 compounds drawn at random from the list so far, as already listed:
Order of results – BAZ2B inh | Anesthetic bind | APEX1 inh | BLM inh | Pol iota inh | Pol kappa inh | Pol eta inh | G9a inh | POLB inh
2	O=C(COC(=O)/C=C/c1cccc(F)c1)NC1CC1
  x | x | 16% | x | 118%[activator] | -12% | 1% | x | x
8	CC(=O)c1c(C)[nH]c(C(=O)OCC(=O)c2ccc3c(c2)NC(=O)CO3)c1C
  x | x | 22% | x | u | -10% | u | x | x
7	Cc1ccc(C2C=C(c3ccccc3)Nc3nc(N4C(=O)CCC4=O)nn32)cc1 (stereo not drawn)
  50µM* | 376%[activator] | 9% | -3% | 69%[activator] | -1% | -15% | u | -1%
4	COc1cccc(NC(=O)COC(=O)CNS(=O)(=O)c2c(F)cccc2F)c1
  -1% | -6% | u | -1% | 11% | 4% | -11% | u | 1%
9	CCN(c1ccccc1)c1nnc(NC(=O)Nc2cccc(C(F)(F)F)c2)s1
  1% | -10% | x | -1% | 42%[activator] | -5% | -17% | -35%[59 µM] | 2%

The results go on.
Order of results – BAZ2B inh | Anesthetic bind | APEX1 inh | BLM inh | Pol iota inh | Pol kappa inh | Pol eta inh | G9a inh | POLB inh
11	CCc1ccc(C(=O)c2cc3ccc(O)cc3oc2=O)cc1
  -35% | -10% | 0% | -3% | 55%[activator] | -4% | 0% | 2% | 0%
12	CCCCC(=O)Nc1ccc(C(=O)N(CC)c2ccccc2C)cc1
  u | -20% | 4% | -5% | 39%[activator] | -4% | -18% | -29% | 48%[activator]
13	O=C(Nc1ccc(Br)cc1)c1ccc(F)c(S(=O)(=O)N2CCc3ccccc32)c1
  6% | -11% | x | -9% | -1% | -14%[60.1 µM] | -18% | 19%[59 µM] | 20%
14	COc1ccc(N2CCN(C(=O)CN3C(=O)NC(C)(C4CC4)C3=O)CC2)cc1 (stereo not drawn)
  5% | x | 11% | x | -8% | -6% | 1% | 18%[2.33 µM] | x
15	C/C=C1\COC(C(=O)NCc2ccccc2)(C(F)(F)F)C=C1C=C1CCCCC1 (stereo not drawn)
  x | -21% | -2% | -4% | 14%&-6% | -6%&3% | u | x | x
16	Oc1ccc(-c2[nH]ncc2-c2ccc(Br)cc2)c(O)c1
  -10% | 7% | -18% | -6% | -2% | 6% | -23% | -13% | -9%
17	O=C(NCCCN1CCN(c2ccccc2F)CC1)c1cc2c(s1)-c1ccccc1OC2
  6% | 126%[activator] | x | -5% | -16% | -22% | -23% | 3%[59 µM] | 0%
18	COC(=O)CSc1nnc(NC(=O)/C=C\c2ccc3c(c2)OCO3)s1
  -7% | -13% | 0% | -6% | -4% | u | 1% | 5%[59 µM] | 5%
19	COc1ccccc1OCc1nnc(SCC(=O)Nc2ccc(N3CCOCC3)cc2)n1C
  -1% | -1% | -5% | -1% | 61%[activator] | 0% | -5% | 1% | 49%
20	O=C(NN1C(=O)/C(=C/C=C/c2ccco2)SC1=S)c1ccncc1
  5.6µM* | -3% | 4.5µM* | 2% | 1.3µM* | 3.2µM* | 1.4µM* | 4µM* | u
21	CCC(Sc1nnc(-c2ccc(OC)c(OC)c2)c(-c2ccc(OC)c(OC)c2)n1)C(=O)NC1CCCC1 (stereo not drawn)
  u | u | x | -6% | -7% | -1%[60.1 µM] | -19% | -31%[59 µM] | 1%
22	CCOc1ccc(C(=O)Nc2cnn(Cc3ccc(Cl)c(Cl)c3)c2)cc1
  -2% | -1% | -1% | -6% | -4% | -19% | -11% | 14% | 27%
23	CN(C)S(=O)(=O)c1cccc(C(=O)Nc2ccccc2[N+](=O)[O-])c1
  u | 2% | 11% | 3% | 1% | -2% | -20% | -11%[59 µM] | -21%
24	COc1ccc(-c2nc3cnc(N4CCN(C)CC4)nc3n(Cc3ccc(F)cc3)c2=O)cc1
  x | x | -5% | -2% | x | 4%[60.1 µM] | x | 20%[0.501 µM] | x
25	Cc1onc(-c2ccccc2)c1C(=O)OCC(=O)N1CCC(C)CC1
  2% | x | 16% | x | 39%[activator] | -8% | -22% | 6%[59 µM] | x
26	CC(C)(C)c1ccc(C2SCC(=O)N2c2cccc(C(=O)O)c2)cc1 (stereo not drawn)
  8% | 5% | -12% | 2% | 23% | 1% | -20% | 7% | 13%
27	C=CCNC(=O)c1ccc(CNS(=O)(=O)c2ccc(NC(C)=O)cc2)cc1
  6% | -15% | 1% | -15% | -8% | 0% | -6% | 2%[59 µM] | 12%
28	COc1cc(C(=O)/C=C/c2cccnc2)ccc1O
  -36% | 7% | 23% | -3% | u | -7% | 1% | -44% | 14%
29	O=C(NC12CC3CC(CC(C3)C1)C2)N1CCC(n2nnc3ccccc32)CC1
  -5% | -12% | 0% | -3% | -7% | 3% | -10% | 13% | 18%
30	COC(=O)c1ccnc(SCC(=O)c2ccccc2)c1
  10% | -8% | 15% | 3% | -4% | -6% | -24% | 13%[59 µM] | 0%
31	O=C(c1ccco1)N(CCCN1CCOCC1)c1nc(-c2ccc(Cl)cc2)cs1
  -27% | 3% | 0% | -2% | u | -9% | -9% | u | -18%
32	Cc1cc(C)n2nc(SCC(=O)NC(=O)c3ccccc3)nc2n1
  x | x | 21% | x | 45%[activator] | -5% | -3% | x | x
33	Cc1ccccc1C(=O)OC1OC(=O)C(Cl)=C1Nc1ccc(C(=O)O)cc1 (stereo not drawn)
  1% | -6% | 2% | -1% | 6% | -9% | -2% | u | 1%
34	COc1ccc(NC2CCCN(C(=O)CCN3Cc4ccccc4C3=O)C2)cc1 (stereo not drawn)
  -11% | -7% | 17% | -3% | 20% | -1% | -14% | 16%[59 µM] | 30%
35	C[C@H](CO)N1C[C@H](C)[C@@H](CN(C)S(=O)(=O)c2ccccc2)Oc2ccc(NC(=O)CCN3CCOCC3)cc2C1=O
  x | x | 10% | x | -20% | -11% | 1% | x | x
36	Cc1ccc(S(=O)(=O)NC(CCc2ccccc2)CC(=O)C(C)(C)C)cc1 (stereo not drawn)
  5% | -2% | u | -10% | 3% | 1% | -28% | 1% | 1%
37	CCOc1ccccc1NC(=O)Cn1c(=O)n(CCC(=O)NC2CCCC2)c(=O)c2ccccc21
  -2% | -3% | 0% | -1% | x | x | x | 22% | 1%
38	O=C(NN1C(=O)c2ccccc2NC1c1ccc([N+](=O)[O-])o1)c1ccccc1 (stereo not drawn)
  -23% | -20% | 3% | -2% | u | -17% | -3% | u | -29%
39	COc1ccc(-c2ccc([C@H]3[C@H]4C=CC[C@@H](C)[C@@H]4C(=O)N3Cc3ccccc3)c(F)c2)cc1OC
  -26% | 3% | 2% | -14% | 12% | 13% | -14% | u | -13%
40	Cn1c(=O)c2[nH]c(Nc3ccccc3)nc2n(C)c1=O
  4% | -5% | 9% | 0% | 23% | -7% | u | 5%[59 µM] | 4%
41	CCc1nc(SCC(=O)N2c3ccccc3Sc3ccccc32)c2ccccc2n1
  -6% | -14% | 4% | -1% | 18% | -9% | -17% | -7% | 1%
42	COc1ccccc1N1CCN(C(=O)C(=O)c2c(C)n(C)c3ccccc23)CC1
  -20% | -15% | 8% | -3% | -23% | -6% | -22% | -4% | 0%
43	FC(F)Oc1ccc(NC(=S)NC2CCSc3ccccc32)cc1 (stereo not drawn)
  u | -9% | 7% | -9% | 11% | -16% | -16% | x | 13%
44	O=C(CN1CCOCC1)Nc1cccc(S(=O)(=O)N2CCCCCC2)c1
  -11% | -11% | -3% | 4% | -15% | -5% | -7% | -7% | 1%
45	O=C(C1=C[C@H](c2ccc(Br)cc2)C[C@H](OCc2ccc(CO)cc2)O1)N1CCN(Cc2ccc3c(c2)OCO3)CC1
  u | 47%[activator] | -7% | -6% | 1% | -3% | -2% | -29%[12.7 µM] | 0%
46	C#CCN(C(=O)c1cc(COc2ccc(C)c(C)c2)on1)C1CCCCC1
  17% | u | 30% | -13% | -7% | -14% | -18% | 81%[activator] | -17%
